From PubChem
NR5A2 inv ag = LRH-1 (NR5A2) inverse agonists, primary screen, cell-based, luminescence, HEK293T, StAR-luciferase reporter; hit rate 0.13% among 360,000; inhibition, % at 3.6 µM; LRH-1 transfected, 24 h; AID 602396, 2012;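 active = inhibition above the mean inhibition of all tested compounds plus 3 SD, cut at about 73% in these data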;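 also: 0% = DMSO wells and 100% = reporter-only cells lacking LRH-1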
Target sequence (O00482 whole entry, looked up): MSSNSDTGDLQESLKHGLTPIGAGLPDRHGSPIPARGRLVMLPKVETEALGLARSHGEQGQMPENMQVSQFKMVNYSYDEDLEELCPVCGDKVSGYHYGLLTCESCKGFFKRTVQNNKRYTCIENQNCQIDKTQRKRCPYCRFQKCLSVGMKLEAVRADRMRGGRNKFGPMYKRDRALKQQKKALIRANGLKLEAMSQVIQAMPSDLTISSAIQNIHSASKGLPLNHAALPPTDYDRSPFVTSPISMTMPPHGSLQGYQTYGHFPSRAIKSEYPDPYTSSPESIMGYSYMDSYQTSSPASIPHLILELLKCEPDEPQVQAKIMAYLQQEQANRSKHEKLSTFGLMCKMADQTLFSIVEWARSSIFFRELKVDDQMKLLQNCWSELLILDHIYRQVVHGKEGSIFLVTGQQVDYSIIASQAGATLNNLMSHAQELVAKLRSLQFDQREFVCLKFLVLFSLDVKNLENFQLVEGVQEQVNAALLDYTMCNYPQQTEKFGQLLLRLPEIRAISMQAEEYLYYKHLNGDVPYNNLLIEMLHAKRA
LMP1 NFkB inh = EBV LMP1-driven NF-kappaB luciferase reporter inhibitors, primary screen, cell-based, luminescence, single point; hit rate 0.69% among 350,000; LMP1-induced NF-kappaB luciferase reporter cells; AID 504558, 2011; inhibition, % at 12.5 µM; in the data active = inhibition above about 41%;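 also: 0% = neutral control wells and 100% = reference inhibitor control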
Shn3 inh set2 = reduction of Shn3 3'UTR firefly luciferase signal, primary screen, Schnurri-3 inhibitor project, cell-based, Clone20 osteoblasts, set 2. Clone20 osteoblast Shn3 3'UTR firefly luciferase, 24 h. inhibition, % at 12.5 µM. hit rate 0.52% among 360,000;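 active = mean inhibition of at least 75% with every replicate also reaching 75%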;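 also: 0% = median of neutral control wells and 100% = pilot-screen positive control compound; some compounds past the cut are filed as inactive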
COUP-TFII inh = NR2F2 transcriptional activity inhibitors, primary screen, cell-based, luciferase reporter, HEK293T, luminescence; inhibition, % at 8.6 µM; hit rate 0.7% among 370,000; HEK293T NGFI-A luciferase reporter; COUP transcription factor 2 (Homo sapiens), P24468;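 active = inhibition above a per-plate cutoff, mean inhibition of test wells between control levels plus 3 SD, cut at about 38% in these data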;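 also: cells cotransfected with COUP-TFII expression vector driving the NGFI-A reporter; 0% = median of COUP-TF2 test wells and 100% = reporter-only cells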
Target sequence (P24468 whole entry, looked up): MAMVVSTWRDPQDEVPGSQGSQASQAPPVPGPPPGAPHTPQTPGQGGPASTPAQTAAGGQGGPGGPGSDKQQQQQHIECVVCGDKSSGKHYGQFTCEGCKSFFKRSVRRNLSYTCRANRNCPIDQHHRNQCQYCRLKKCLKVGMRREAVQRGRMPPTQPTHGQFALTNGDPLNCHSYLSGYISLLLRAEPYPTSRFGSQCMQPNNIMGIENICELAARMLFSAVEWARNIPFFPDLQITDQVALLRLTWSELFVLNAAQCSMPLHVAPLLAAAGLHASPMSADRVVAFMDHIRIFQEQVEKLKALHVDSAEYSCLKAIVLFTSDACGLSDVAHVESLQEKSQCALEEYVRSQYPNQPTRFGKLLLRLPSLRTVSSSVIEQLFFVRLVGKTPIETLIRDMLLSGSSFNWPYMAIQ
SRC1 inh = SRC1 coactivator transcriptional activity inhibitors, primary screen, cell-based, luminescence. AID 588354, 2011. inhibition, % at 3.6 µM. hit rate 0.12% among 360,000. HEK293 GAL4-SRC1 luciferase reporter;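 active = inhibition above the campaign mean plus 3 SD, with each screening campaign given its own cutoff, cut at about 60% in these data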;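 also: 0% = DMSO treated cells and 100% = gossypol at 36 µM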
TWEAK Fn14 block = inhibitors of TWEAK-Fn14 signaling, primary screen, luciferase reporter cells, uHTS. inhibition, % at 10 µM. hit rate 2% among 360,000. TWEAK-stimulated Fn14 reporter cells, luciferase luminescence, 8 h; in the data active = inhibition above about 50%
TROY signal inh = inhibitors of TROY-driven NF-kB signaling, primary screen, Q293 LMP1-TROYcd cells, NF-kB luciferase, uHTS; AID 1347056, 2019; Q293 LMP1-TROYcd NF-kB luciferase reporter, 4 h; inhibition, % at 10 µM; hit rate 0.98% among 360,000;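 active = compounds whose plate-normalised and pattern-corrected inhibition of the luciferase reporter signal at the single screening dose is 50% or more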
KKLEB cytotox = cytotoxicity in KKLEB CF airway cells, primary screen, cytotoxicity control for CF NF-kB inhibitor project, cell-based, uHTS, fluorescence assay plates. KKLEB CF airway cells viability, ATPlite luminescence, overnight; active compounds read low; cells stimulated with P. aeruginosa culture filtrate. activity change (cytotoxicity), % at 5 µM. hit rate 0.36% among 360,000. AID 602141, 2011;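 active = corrected activity change at or below -50% at 5 µM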
CF NFkB inh = inhibitors of PAF-induced NF-kB signaling, primary screen, cell-based, GFP fluorescence, uHTS; inhibition, % at 5 µM; AID 588850, 2011; KKLEB NF-kB-GFP reporter, GFP fluorescence overnight; hit rate 0.86% among 360,000;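 active = at least 50% inhibition at 5 µM, scaled per plate between neutral and stimulator controls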;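 also: PAF is a Pseudomonas aeruginosa culture filtrate used as stimulus; plate controls were PAF-stimulated DMSO wells for no effect and unstimulated DMSO wells for full effect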
C8 TRAIL sens = viability loss with TRAIL in NB7+C8 cells, primary screen, TRAIL sensitizer project, cell-based, ATPlite luminescence; inhibition (viability loss, TRAIL sensitization), % at 10 µM; AID 624354, 2012; hit rate 1% among 360,000;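 active = compounds causing at least 50% loss of cell viability in the single-dose screen, relative to plate controls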
SRC3 inh = SRC3 coactivator transcriptional activity inhibitors, primary screen, cell-based, luminescence; hit rate 0.17% among 360,000; HEK293 GAL4-SRC3 luciferase reporter; AID 588352, 2011; Nuclear receptor coactivator 3 (Homo sapiens), Q9Y6Q9; inhibition, % at 3.6 µM;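 active = inhibition above a per-campaign cutoff, the mean of all compounds plus 3 SD, cut at about 60% in these data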;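 also: 0% = DMSO-treated cells and 100% = gossypol-treated cells at 36 µM; higher means less SRC3-driven luciferase light from the GAL4 reporter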
An asterisk follows results filed as active; . = no result given. These rows are one share of the data. The share of hits here may be higher or lower than overall.

The first 3 compounds, to show the layout:
SMILES	NR5A2 inv ag	LMP1 NFkB inh	Shn3 inh set2	COUP-TFII inh	SRC1 inh	TWEAK Fn14 block	TROY signal inh	KKLEB cytotox	CF NFkB inh	C8 TRAIL sens	SRC3 inh
CCOC(=O)C1CCCN(C2=NC(=O)/C(=C/c3ccc(O)c(OC)c3)S2)C1 (stereo unspecified)	2.9	8.7	-11.7	-41.0	-17.9	-27.9	0.9	-4.4	-5.2	-10.9	-7.0
O=C(COc1ccc2c(-c3ccccc3)cc(=O)oc2c1)NCC(O)c1ccccc1 (stereo unspecified)	7.4	8.7	4.5	-10.7	-1.3	-15.4	-10.1	-22.4	-7.1	-13.8	10.2
O=C(COc1ccc2ccccc2c1)NNC(=O)Cc1cccc2ccccc12	0.1	0.8	-4.0	2.8	-5.0	-10.8	0.0	-0.1	7.4	-6.5	-1.9

Main list, previewed entries included:
SMILES	NR5A2 inv ag	LMP1 NFkB inh	Shn3 inh set2	COUP-TFII inh	SRC1 inh	TWEAK Fn14 block	TROY signal inh	KKLEB cytotox	CF NFkB inh	C8 TRAIL sens	SRC3 inh
CCOC(=O)C1CCCN(C2=NC(=O)/C(=C/c3ccc(O)c(OC)c3)S2)C1 (stereo unspecified)	2.9	8.7	-11.7	-41.0	-17.9	-27.9	0.9	-4.4	-5.2	-10.9	-7.0
O=C(COc1ccc2c(-c3ccccc3)cc(=O)oc2c1)NCC(O)c1ccccc1 (stereo unspecified)	7.4	8.7	4.5	-10.7	-1.3	-15.4	-10.1	-22.4	-7.1	-13.8	10.2
O=C(COc1ccc2ccccc2c1)NNC(=O)Cc1cccc2ccccc12	0.1	0.8	-4.0	2.8	-5.0	-10.8	0.0	-0.1	7.4	-6.5	-1.9
Cc1ccc2c(c1)nc(NCCCO)n2C	-14.1	-0.7	3.0	-4.1	8.8	-0.8	13.4	-11.4	7.2	2.6	-24.3
C=CCNC(=O)C12CCC(C)(C(=O)[C@H]1Br)C2(C)C (stereo partly specified)	-7.5	4.7	1.1	-9.6	-3.1	-13.2	16.2	1.7	-6.5	4.8	-9.2
CCOc1ccc(NC2OC(C)C(O)C(O)C2O)c([N+](=O)[O-])c1 (stereo unspecified)	-8.5	-2.1	18.0	8.3	-2.4	-6.9	11.4	-5.6	1.5	-12.0	-4.2
CSc1cc(-c2ccc(Cl)cc2)[nH]c(=O)c1C#N	-8.6	7.5	1.5	14.0	-4.4	2.4	4.5	-7.8	-4.6	-12.8	-11.7
N#C/C(=C/c1ccc([N+](=O)[O-])cc1)C(=O)Nc1ccccc1O	-28.6	-7.6	-34.1	15.8	-22.1	0.5	-18.6	-4.2	13.4	-5.5	-35.5
C=CCONC(=O)Cc1ccccc1	15.8	-1.7	-9.8	-8.0	5.2	12.1	-6.3	1.7	-20.7	5.6	5.7
CCCn1c(SCC(=O)N2CCCCC2)nc2c1c(=O)n(C)c(=O)n2C	19.6	9.1	45.8	5.6	11.5	20.2	-3.5	-0.9	-6.9	2.7	-4.6
O=C(CNC(=O)c1cccc(F)c1)N/N=C/c1cccc([N+](=O)[O-])c1	5.0	-2.1	4.8	3.5	1.7	5.3	18.3	-2.5	9.3	-15.3	2.2
Cc1cc(NC(=O)OC(C)C)ccc1-c1ccc(NC(=O)OC(C)C)cc1C	-6.0	-2.0	0.0	18.6	-13.0	-31.4	-14.3	-5.3	-12.9	-9.5	-6.7
CCOC(=O)N1CCN(C(=O)C2CCCN(Cc3nc(-c4ccc(Cl)cc4)oc3C)C2)CC1 (stereo unspecified)	42.5	13.6	40.3	73.1*	18.6	24.1	22.6	-10.2	17.6	19.3	2.8
COc1cc(C(C)=O)ccc1OCC(=O)NCCCn1nc(C)cc1C	-6.3	1.3	-1.3	-11.1	6.4	-24.1	3.3	0.1	10.7	14.8	6.3
Cn1ccc(/C=N/N=C2/NC(=O)CS2)n1	11.0	-7.4	9.4	1.9	4.8	-15.6	-18.4	0.3	-1.8	9.4	18.1
c1cc2c(cc1-c1[nH]ncc1CN1C[C@H]3CC[C@H]1C3)OCO2	-1.1	3.3	-11.4	-0.4	-3.2	0.9	-9.1	-6.6	-0.9	-5.6	5.7
COc1ccc(CNCC(O)(c2ccc(Cl)cc2)c2ccc(Cl)cc2)cc1	-0.4	-3.1	82.6	0.6	18.7	-2.4	3.9	-7.3	16.9	5.7	0.8
COc1ccc(C2=NN(CCC(=O)NCc3cccs3)C(=O)CC2)cc1	-2.1	1.8	-2.5	0.5	-11.4	-3.6	-8.5	3.2	14.8	-20.0	-11.8
O=[N+]([O-])c1ccc(Cl)c(S(=O)(=O)Nc2cccc(S(=O)(=O)NC3=NCCC3)c2)c1	-15.5	-2.0	-13.5	4.8	-11.2	-16.3	13.0	4.4	4.2	-27.9	-13.6
CCOc1ccc(OCCOC(=O)C2CCN(S(=O)(=O)c3ccc(C)c(C)c3)CC2)cc1	10.4	10.9	-25.0	-2.3	22.2	-2.7	31.9	-16.4	0.3	-9.0	14.2
CC1(C)C(c2cccs2)=NC(c2ccccc2)N1O (stereo unspecified)	-7.8	-15.1	15.9	4.6	-3.5	0.1	-20.6	-10.8	2.6	-12.7	-1.9
O=C(Nc1ccc2nccnc2c1)Nc1ccccc1Cl	-54.4	-10.6	-20.7	20.1	-28.3	-11.8	-29.9	2.7	18.1	29.6	-26.3
Cc1ccc(Nc2ccccc2)nn1	1.4	4.1	20.4	-13.9	10.1	11.1	11.6	-2.5	-9.9	7.1	18.6
C/C(=N\NC(=O)c1cc(C)[nH]n1)C(C)(C)C	-26.1	-2.7	-8.3	-0.1	-22.4	-18.4	-5.6	13.7	-5.8	-3.9	-6.8
COc1ccc(C(=O)CSc2ccccc2C(=O)O)cc1	-71.4	2.7	-29.1	-1.6	-42.1	43.6	18.6	-2.2	-2.0	2.6	-39.9
CCn1c(C)nc2cc(C(=O)NN=Cc3ccccc3OC(F)F)ccc21	-84.9	3.0	-63.6	-37.4	-50.2	-27.8	-41.3	1.7	-18.7	4.4	-26.1
COc1ccc(F)cc1CN1CCN(CC(=O)N2CCc3ccccc32)CC1	-1.2	-0.3	15.3	-36.5	-7.8	-18.2	-2.2	0.4	-18.2	5.1	8.0
CCOC(=O)[C@@H]1[C@H]2COc3ccccc3[C@H]2N2C(=O)N(c3cccc(Cl)c3)C(=O)[C@@]12C	15.0	3.6	6.8	.	10.6	1.0	-11.3	-6.2	3.8	4.0	9.2
CC1CCN(C(=O)CCc2nnc3ccc(NCc4ccco4)nn23)CC1	-2.3	7.2	-24.6	-2.4	0.0	47.6	-3.6	-8.4	30.9	-2.0	-2.8
CCOC(=O)C1CCCN(C(=O)C2CCCN(S(=O)(=O)c3ccc4c(c3)oc(=O)n4C)C2)C1 (stereo unspecified)	-12.7	-10.7	-4.2	-0.2	-8.0	-3.8	-7.4	-6.1	1.7	10.0	10.5
CC(C)(C)c1ccc(/C=C2\Oc3cc(O)ccc3C2=O)cc1	-33.9	0.3	-8.6	-1.2	-181.1	49.6	32.8	9.2	16.3	-1.8	-67.8
Cc1cc(C)nc(NS(=O)(=O)c2ccc(NC(=O)CCCN3C(=O)c4ccccc4C3=O)cc2)n1	-19.5	-1.4	-6.0	0.8	16.7	-2.9	-2.4	1.9	6.8	-8.8	16.9
O=C(NCC(c1ccco1)N1CCc2ccccc2C1)c1cccc(F)c1 (stereo unspecified)	6.9	1.2	-11.8	-4.3	-30.7	4.7	0.4	4.6	5.5	-15.0	-3.3
NCCCC[C@H]1CN=C(N)N1CCc1cccc2ccccc12	13.2	4.9	-6.0	-23.9	-0.8	-8.1	-7.4	7.2	-0.1	8.8	-7.2
CC(C)CC(NC(N)=O)C(=O)Nc1ccc2c(c1)OCO2 (stereo unspecified)	-32.0	-6.9	-28.7	9.6	-1.7	-11.7	-27.4	3.5	-19.5	1.6	-14.3
COc1cc(SC)ccc1C(=O)NCCc1ccccc1	-154.0	-27.4	-92.4	-52.1	-137.8	-40.7	-63.5	17.6	7.4	6.6	-74.8
CCOC(=O)c1c(NC2OC(=O)c3c2ccc(OC)c3OC)sc(C(=O)OC(C)(C)C)c1C (stereo unspecified)	-86.5	-4.9	-44.5	-20.4	-25.5	-25.1	-95.0	6.7	-8.4	2.2	-24.0
C=CCc1c(C)nc(-c2ccccc2)nc1N/N=C(\C)c1ccccc1	-40.6	-7.0	-34.2	-9.4	-10.2	-25.0	-38.1	8.1	-11.1	0.2	14.8
O=C1CCCN1c1ccc(S(=O)(=O)N2CCC(c3ccccc3)CC2)cc1	10.5	13.9	58.5	-1.4	-2.6	12.8	27.9	3.0	9.0	11.7	17.7
Cc1ccc(NC(=O)CSc2n[nH]c(-c3ccccn3)n2)cc1	22.6	19.0	78.6	7.7	-6.2	24.4	-0.6	12.2	4.2	-11.2	22.3
Cn1c(=O)oc2cc(S(=O)(=O)Nc3ccc(Cl)cc3)ccc21	-1.8	3.9	6.1	14.2	-4.7	2.9	11.9	6.5	8.0	23.7	1.9
Fc1ccc(C2CC(c3ccco3)n3ncnc3N2)cc1 (stereo unspecified)	14.4	-4.4	0.1	-11.6	9.1	-22.1	16.9	7.0	1.7	-3.1	0.1
CCOC(=O)c1nc2nc(C)cc(=O)n2[nH]1	-3.0	4.7	-7.8	-1.7	2.2	-9.9	9.4	18.3	9.1	-3.8	-3.7
O=C(COc1ccc2c(-c3ccccc3)cc(=O)oc2c1)N[C@H](Cc1c[nH]c2ccccc12)C(=O)O	21.8	-5.2	-4.4	-4.8	-12.2	-3.2	-5.0	-9.4	-1.6	-6.4	8.9
O=C(NC1CCCCCC1)C1CCN(C(=O)c2ccc(Cl)cc2)CC1	-19.4	-1.3	10.9	15.1	5.6	12.3	15.6	8.8	10.8	12.2	4.5
CCCCc1ccc(NC(=S)NCCc2ccc(S(N)(=O)=O)cc2)cc1	-5.8	-6.7	-3.4	9.1	-2.0	-2.7	20.1	-2.4	-16.2	1.4	6.0
COc1ccc(C2=NN(C(=O)CSc3nccn3C)C(c3ccco3)C2)cc1 (stereo unspecified)	-38.9	12.5	10.3	4.8	9.8	-18.7	-8.9	-7.7	6.1	-8.2	-2.5
COc1ccc(CCNC(=O)COC(=O)c2ccc(F)c(S(=O)(=O)N3CCOCC3)c2)cc1	27.5	0.5	0.8	7.9	1.9	1.5	9.8	16.0	-10.4	-21.3	2.0
CC1=C(C(=O)N(C(C)C)C(C)C)CC(CC(=O)NCc2cccs2)C(=O)N1Cc1ccc(F)cc1 (stereo unspecified)	12.0	.	-4.1	-22.7	-5.7	11.4	6.8	10.7	-11.5	9.1	17.8
